# Screening results (PubChem BioAssay)
# TRPC4 inh: inhibitors of mouse TRPC4 channel; 300,000 tested, 0.39% active; HEK293 TRPC4beta/mu-opioid, DAMGO-evoked Fluo4 calcium flux; stronger effect = lower value; B-score at 10 µM; Q9QUQ5;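 active = B-score over 3 SD under the library average, no early fluorescence shift, positive overall ratio signal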
# Target sequence (Q9QUQ5 whole entry, looked up): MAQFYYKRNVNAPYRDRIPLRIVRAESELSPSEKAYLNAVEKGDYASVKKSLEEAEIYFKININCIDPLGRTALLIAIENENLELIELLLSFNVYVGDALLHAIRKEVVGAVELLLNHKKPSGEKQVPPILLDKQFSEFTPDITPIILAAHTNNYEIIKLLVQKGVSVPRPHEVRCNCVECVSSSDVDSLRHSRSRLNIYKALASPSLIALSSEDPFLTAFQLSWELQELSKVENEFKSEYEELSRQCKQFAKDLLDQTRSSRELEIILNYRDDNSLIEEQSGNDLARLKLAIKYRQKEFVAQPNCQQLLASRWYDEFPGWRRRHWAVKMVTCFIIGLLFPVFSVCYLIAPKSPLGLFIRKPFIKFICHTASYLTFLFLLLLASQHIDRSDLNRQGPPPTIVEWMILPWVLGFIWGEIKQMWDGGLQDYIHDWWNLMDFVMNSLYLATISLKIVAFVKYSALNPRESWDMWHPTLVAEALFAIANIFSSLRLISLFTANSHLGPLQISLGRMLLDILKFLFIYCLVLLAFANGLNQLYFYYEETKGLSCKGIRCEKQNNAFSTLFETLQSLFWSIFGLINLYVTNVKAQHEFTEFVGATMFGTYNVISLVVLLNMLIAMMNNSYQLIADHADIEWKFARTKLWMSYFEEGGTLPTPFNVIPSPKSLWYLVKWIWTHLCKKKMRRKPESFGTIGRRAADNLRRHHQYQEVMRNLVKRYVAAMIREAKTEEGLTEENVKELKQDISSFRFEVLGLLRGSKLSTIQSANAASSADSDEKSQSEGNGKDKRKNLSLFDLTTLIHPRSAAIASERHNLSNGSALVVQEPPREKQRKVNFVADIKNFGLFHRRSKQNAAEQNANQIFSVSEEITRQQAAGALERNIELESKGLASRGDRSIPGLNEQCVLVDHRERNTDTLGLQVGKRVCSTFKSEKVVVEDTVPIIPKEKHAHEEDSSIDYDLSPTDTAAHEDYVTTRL
#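 Assay system – HEK293 line stably carrying TRPC4beta and mu-opioid receptor · Doses – single dose · Detection – Fluo4 calcium-dye fluorescence, kinetic read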
# MrgX1 PAM: human MrgX1 positive allosteric modulation, primary screen; MrgX1-HEK293, Fluo-4 calcium flux, FDSS; stronger effect = higher value; B-score at 10 µM; 310,000 tested, 0.63% active;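 active = plate-corrected calcium response at least 3 library SD above typical, normal starting fluorescence, not activating the receptor alone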;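 note: compound read alongside a low EC10 to EC30 dose of BAM8-22 agonist; peak minus trough fluorescence over baseline measured at the second addition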
# MrgX1 antagonist: human MrgX1 receptor antagonism, primary screen; Q96LB2; MRGX1-HEK293 calcium flux, Fluo-4, BAM8-22 antagonism; stronger effect = lower value; B-score at 10 µM; 310,000 tested, 1.3% active; AID 588676;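 active = calcium-response B-score plate-corrected more than 3 library SD below zero, starting fluorescence within 5 deviations, no agonist response on first addition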;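 note: peak minus trough fluorescence over baseline after final BAM8-22 challenge near maximal dose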
# MrgX1 ag: activates human MrgX1 receptor signaling; Q96LB2; MrgX1-HEK293 cells, Fluo-4 calcium fluorescence, agonist mode; stronger effect = higher value; B-score at 10 µM; 310,000 tested, 0.44% active;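 active = calcium response B-score plate-corrected fluorescence ratio at least 3 library SD, with starting fluorescence B-score inside 5 SD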
#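 System: HEK293 cells stably expressing human MrgX1 receptor; Dosing: test compound in the initial addition of three; Schedule: overnight plating, then 30 min 37 °C plus 30 min room-temperature dye loading; Detection: kinetic calcium dye fluorescence, Fluo-4 NW; Controls: per-plate positive and negative controls for Z′ factor.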
# TRPC6 activator: activators of mouse TRPC6 channel. HEK293-TRPC6 membrane potential dye fluorescence; stronger effect = higher value. B-score at 10 µM. 310,000 tested, 0.13% active. AID 2550;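 active = B-score of the integrated fluorescence ratio above library mean plus 3 SD, and starting fluorescence ratio within library mean plus 5 SD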;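 note: higher score means more depolarization so channel activation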
# PolyA inhibitor: blocks polyadenylation in yeast reporter cells; S. cerevisiae SKY197-pL101 polyadenylation reporter, beta-gal luminescence; efflux-impaired pdr1/pdr3 knockout yeast; score 100 = 6 SD above DMSO; calls only at 12 µM; 300,000 tested, 0.02% active;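 active = lowest replicate activity score at least 50, where 100 means six control SD above control mean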;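 note: yeast exposed to compound for 9 h at 30 °C; higher score means more reporter readthrough which indicates perturbed polyadenylation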
# HIF activator: HIF pathway transcriptional activation; 300,000 tested, 0.32% active; activation, % at 7.5 µM (by protocol); U2OS HRE-luciferase reporter, luminescence; normalized: DMSO 0%, desferrioxamine 100%; AID 1910;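 active = mean activation of at least 10% of the iron chelator positive control signal, with at least half of replicates also reaching 10%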
# TRPC6 inh: blocks the mouse TRPC6 cation channel; HEK293-TRPC6, membrane potential dye, ACh-evoked depolarization; stronger effect = lower value; Q61143; B-score at 10 µM; 310,000 tested, 1.1% active;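 active = B-score under library mean minus 3 SD, initial fluorescence not abnormally high, positive integrated signal ratio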;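 note: B-score derived from integrated fluorescence ratio over the kinetic read; more negative B-score means stronger inhibition of depolarization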
# TRPC4 potent: TRPC4 (mouse) allosteric potentiation; 310,000 tested, 0.42% active; B-score at 10 µM; HEK293 TRPC4beta/mu-opioid, DAMGO EC20, Fluo-4 Ca2+ flux; stronger effect = higher value;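 active = B-score of calcium response area above 5 SD of library B-scores, with initial fluorescence ratio within 5 SD of library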;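 note: B-score of integrated fluorescence ratio over time as area under calcium response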
# TRPC4 act: opens the mouse TRPC4 cation channel. Q9QUQ5. HEK293 TRPC4beta/mu-opioid, Fluo4 calcium fluorescence; stronger effect = higher value. B-score at 10 µM. 310,000 tested, 0.49% active;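 active = B-score above 5 SD of library B-scores, and initial fluorescence ratio not above library mean plus 5 SD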;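 note: positive B-score marks a calcium rise read as TRPC4 activation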
#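 Test system: HEK293 cells stably co-expressing mouse TRPC4beta and mu-opioid receptor | Schedule: Fluo4 dye loading 45 min at room temperature, 110 s recording | Measured by: Kinetic Fluo4 calcium fluorescence, 5 s baseline at 1 Hz | Evaluation: B score of integrated ratio | Controls: Buffer (low) and maximal DAMGO (high)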
# AI-2 QS mod: Vibrio harveyi AI-2 quorum sensing modulation; Vibrio harveyi JMH597 AI-2 luminescence/OD600 ratio, 9 h; stronger effect = lower value; strain lacks LuxN and CqsS sensors; 0 = neutral-control median; 300,000 tested, 0.4% active; activity change, % at 7.5 µM; AID 2094; in the data active = activity change below about -75%, passing the limit was not always enough;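 note: luminescence divided by OD600 gain over 9 h not by final OD600 alone; inactives centre near 13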
# The depositor's hits bear a star; i = inactive; . = not tested or not shown.
SMILES,TRPC4 inh,MrgX1 PAM,MrgX1 antagonist,MrgX1 ag,TRPC6 activator,PolyA inhibitor,HIF activator,TRPC6 inh,TRPC4 potent,TRPC4 act,AI-2 QS mod
CCOc1ccc(Cn2nnc(C(=O)NCc3ccccc3)c2N)cc1,i,i,i,i,i,i,0.4,i,i,i,14
CSCC(=O)N1CCc2ccc(NC(=O)c3ccccc3Cl)cc2C1,i,i,i,i,i,i,2.2,i,i,i,-2
S=C(Nc1ccc(Cl)c(Cl)c1)N1CCCC1,i,i,i,i,i,i,0.9,i,i,i,2
O=C(CCC(=O)N1CCOc2ccccc21)N1CCOCC1,i,i,i,i,i,i,-0.4,i,i,i,21
CCOc1cc2[nH]c(=S)n(CCOC)c(=O)c2cc1OCC,i,i,i,i,i,i,-0.7,i,i,i,24
CC(C)NC(=O)NS(=O)(=O)c1cnccc1NC1CC2CCC1C2 (stereo not given),i,i,i,i,i,i,0.4,i,i,i,-12
Cc1nc(SCC(=O)c2ccc(F)c(F)c2)[nH]c(=O)c1Oc1ccc(Cl)cc1,i,i,i,i,i,i,0.0,i,i,i,21
O=C(CNc1ccc2c(c1)OCO2)N/N=C\c1cn(Cc2ccccc2)c2ccccc12,i,i,i,i,i,i,0.0,i,i,i,1
COc1ccc(-c2cc(C(=O)Nc3cc(OC)cc(C(=O)Nc4cccc(C(F)(F)F)c4)c3)[nH]n2)cc1,i,i,i,i,i,.,0.9,i,i,i,42
O=C(CC(=O)Nc1ccccc1F)Nc1ccccc1F,i,i,i,i,i,i,-0.8,i,i,i,7
CCN(CC)C(=O)Nc1ccc(Br)cc1,i,i,i,i,i,i,0.3,i,i,i,12
CC(=O)c1ccc(Nc2cnn(C34CC5CC(CC(CC(=O)O)(C5)C3)C4)c(=O)c2Cl)cc1,i,i,i,i,i,i,0.0,i,i,i,16
CC(C)OCCCNC(=O)c1cc2c(=O)n(C)c3ccccc3c2n1C,i,i,i,i,i,i,0.0,i,i,i,-6
COc1ccc(-c2nnnn2C)cc1S(=O)(=O)NCc1ccccc1,i,i,i,i,i,i,0.1,i,i,i,22
Cc1cc(C)c2ccc(C(=O)O)nc2c1O,i,i,i,i,i,i,0.5,i,i,i,32
Cc1ccc(C)c(NC(=O)c2sc(Cl)nc2C)c1,i,i,i,i,i,i,-0.1,i,i,i,13
Brc1ccc2nc(N3CCN(c4ccccc4)CC3)sc2c1,i,i,i,i,i,i,2.6,i,i,i,-3
O=c1c2ccccc2[nH]c(=S)n1CCCN1CCOCC1,i,i,i,i,i,i,0.1,i,i,i,11
COCCN(C(=S)Nc1c(C)cc(C)cc1C)C(C)c1cccnc1 (stereo not given),i,i,i,i,i,i,0.0,i,i,i,14
COc1ccc(CNCC(O)(c2ccccc2)c2ccccc2)cc1OC,i,i,i,i,i,i,-0.2,i,i,i,0

# Complete entries from above. Screens in order: TRPC4 inh | MrgX1 PAM | MrgX1 antagonist | MrgX1 ag | TRPC6 activator | PolyA inhibitor | HIF activator | TRPC6 inh | TRPC4 potent | TRPC4 act | AI-2 QS mod
# `CC(C)OCCCNC(=O)c1cc2c(=O)n(C)c3ccccc3c2n1C` as listed: i | i | i | i | i | i | 0.0 | i | i | i | -6
# `CC(=O)c1ccc(Nc2cnn(C34CC5CC(CC(CC(=O)O)(C5)C3)C4)c(=O)c2Cl)cc1` as listed: i | i | i | i | i | i | 0.0 | i | i | i | 16
# `Cc1ccc(C)c(NC(=O)c2sc(Cl)nc2C)c1` as listed: i | i | i | i | i | i | -0.1 | i | i | i | 13
# `COc1ccc(-c2nnnn2C)cc1S(=O)(=O)NCc1ccccc1` as listed: i | i | i | i | i | i | 0.1 | i | i | i | 22
# `CSCC(=O)N1CCc2ccc(NC(=O)c3ccccc3Cl)cc2C1` as listed: i | i | i | i | i | i | 2.2 | i | i | i | -2

# Next results follow:
SMILES,TRPC4 inh,MrgX1 PAM,MrgX1 antagonist,MrgX1 ag,TRPC6 activator,PolyA inhibitor,HIF activator,TRPC6 inh,TRPC4 potent,TRPC4 act,AI-2 QS mod
CCn1c(SCC(=O)N2CCN(c3ccccc3)CC2)nnc1-c1cc2cc(Cl)ccc2o1,i,i,i,i,i,i,0.2,i,i,i,44
COc1ccc(/C=C/C(=O)NC(=S)N2CCN(c3ccccn3)CC2)cc1OC,i,i,i,i,i,i,-0.6,i,i,i,24
O=C(N1CCN(c2ccccc2F)CC1)C1(c2cccs2)CCOCC1,i,i,i,i,i,i,-0.6,i,i,i,9
O=C(C1CCCO1)N1CCN(C(c2ccccc2)c2ccccc2)CC1 (stereo not given),i,i,i,i,i,i,-0.3,i,i,i,19
CCn1cc(C(=O)NC2CCCCCC2)c2cc(OC)c(OC)cc2c1=O,i,i,i,i,i,i,0.2,i,i,i,-3
CNC(=O)c1ccccc1NC(=O)c1cccc(S(=O)(=O)N2CCCCC2)c1,i,i,i,i,i,i,-0.5,i,i,i,11
COc1ccc(Cl)cc1NC(=S)N1CCN(S(C)(=O)=O)CC1,i,i,i,i,i,i,-0.5,i,i,i,-3
CN(C)c1ccc(P(=O)(OCc2ccccc2)C(O)c2ccccc2F)cc1 (stereo not given),i,i,i,i,i,i,-0.3,i,i,i,6
Cc1ccsc1/C=C/c1ccc2ccccc2n1,i,i,i,i,i,i,-3.2,i,i,i,9
COc1ccc(N=C2S/C(=C\c3ccc(C)o3)C(=O)N2CC(C)C)cc1,i,i,i,i,i,i,-0.1,i,i,i,-7
O=C(NCc1ncc(C(F)(F)F)cc1Cl)Nc1ccccc1,i,i,i,i,i,i,0.2,i,i,i,24
COc1ccc(C2C3=C(N=C4SCC(=O)N42)c2ccccc2CC3)cc1OC (stereo not given),i,i,i,i,i,i,-0.1,i,i,i,26
COc1ccc(CC(=O)Nc2ccccc2-c2ccccc2)cc1OC,i,i,i,i,i,i,2.7,i,i,i,52
CCOC(=O)C1=C(CN2CCCCCC2)NC(=O)NC1c1cccc([N+](=O)[O-])c1 (stereo not given),i,i,i,i,i,i,-0.1,i,i,i,0
Cc1ccccc1OCC(=O)Nc1ccc2c(c1)C(=O)c1ccccc1C2=O,i,i,i,i,i,i,2.1,i,i,i,-10
COC(=O)CSc1nnc(-c2ccoc2C)n1-c1ccc(OC)cc1,i,i,i,i,i,i,-0.4,i,i,i,19
Brc1ccc(N=Cc2ccccn2)cc1,i,i,i,i,i,i,1.0,i,i,i,1
O=C(Cc1nc2ccccc2[nH]1)NCc1ccco1,i,i,i,i,i,i,-0.4,i,i,i,26
CCN(CC)C(=O)C1CCCN(Cc2ccc(OC)c(C)c2)C1 (stereo not given),i,i,i,i,i,i,0.2,i,i,i,2
NS(=O)(=O)c1ccc(N/C=C\C(=O)c2ccc3ccccc3c2)cc1,i,i,i,i,i,i,0.5,i,i,i,1
COc1ccc(/C=C/C(=O)OCC(=O)NCCNC(=O)COC(=O)/C=C/c2ccc(OC)cc2)cc1,i,i,i,i,i,i,-0.2,i,i,i,6
CC(=O)NC(c1ccc2ccccc2c1)c1ccc2cccnc2c1O (stereo not given),i,i,i,i,i,i,90*,i,i,i,0
O=S(=O)(NCc1ccccc1)NCc1ccccc1F,i,i,i,i,i,i,0.3,i,i,i,-1
CN(CC(=O)Nc1ccccc1)CC(=O)Nc1ccc(F)cc1,i,i,i,i,i,i,0.0,i,i,i,14
Oc1[nH]c2ccccc2c1OCc1ccncc1,i,i,i,i,i,i,-0.2,i,i,i,18
CN(c1ccccc1)S(=O)(=O)c1ccc(C(=O)NCCc2ccccc2)cc1,i,i,i,i,i,i,0.9,i,i,i,5
Brc1ccc(N=C(c2ccccc2)c2ccncc2)cc1,i,i,i,i,i,i,0.8,i,i,i,3
O=S(=O)(Cc1ccccc1Cl)NCCc1ccccc1,i,i,i,i,i,i,0.5,i,i,i,5
CN1CCC(OC(=O)Cc2ccc(Cl)cc2)CC1,i,i,i,i,i,i,-0.2,i,i,i,25
COc1ccc(NC(=O)CSc2nnc(C3CC3)n2N)cc1,.,i,i,i,i,i,0.0,i,i,i,19
Cc1csc(-c2cnn(-c3ccccc3)c2NC(=O)c2ccc(C(F)(F)F)cc2)n1,i,i,i,i,i,i,0.4,i,i,i,10
C=C1C(=O)[C@@]23[C@H](O)C[C@@H]4C(C)(C)CC[C@H](O)[C@]4(C)[C@@H]2C[C@H](O)[C@@H]1[C@H]3O,i,i,i,i,i,i,0.5,i,i,i,-22
O=C(O)c1csc(-c2cccc(Cl)c2)n1,i,i,i,i,i,i,-0.2,i,i,i,20
Fc1ccc(C(CNC(=S)NC2CCCCC2)N2CCOCC2)cc1 (stereo not given),i,i,i,i,i,i,-0.1,i,i,i,12
COc1ccc(C2/C(=C(\O)c3cccc(OC)c3)C(=O)C(=O)N2c2ccccn2)cc1 (stereo not given),i,i,i,i,i,i,0.3,i,i,i,25
O=C(O)c1ccc2ncsc2c1,i,i,-5.6*,i,i,i,0.2,i,i,i,20
COc1cc(C(=O)Nc2cccc(C(C)=O)c2)cc(OC)c1OC,i,i,i,i,i,i,1.8,i,i,i,3
C=CCn1c2ccccc2c(=O)c2cc(C#Cc3ccsc3)ccc21,i,i,i,i,i,i,0.1,i,i,i,15
CC(Oc1ccc(F)cc1)C(=O)Oc1ccc(N(C)S(=O)(=O)c2ccccc2)cc1 (stereo not given),i,i,i,i,i,i,0.0,i,i,i,15
CCc1cc2cccc(C)c2nc1SCC(=O)Nc1nonc1C,i,i,i,i,i,i,-0.6,i,i,i,8
CCOc1ccc(C(=O)NC(=S)Nc2cccc(S(=O)(=O)NC3=NCCC3)c2)cc1,i,i,i,i,i,i,2.6,i,i,i,6
CCC(CC)NC(=O)c1cc([N+](=O)[O-])ccc1N1CCOCC1,i,i,i,i,i,i,0.0,i,i,i,13
O=C(O)c1cccc(N/N=C/C2=C(Cl)c3cc(Cl)ccc3SC2)c1,i,.,.,.,i,i,1.7,i,i,i,37
CC(C)C(=O)Nc1ccc2oc(=O)ccc2c1,i,i,i,i,i,i,-0.5,i,i,i,6
COc1cccc(Nc2nc(C)cc(C)c2C(N)=O)c1,i,i,i,i,i,i,-0.3,i,i,i,17
CCCCC(=O)Nc1ccc(Br)cn1,i,i,i,i,i,i,-44,i,i,i,-18
CCc1cc(C(=O)N2CCN(c3ncccn3)CC2)sc1C,i,i,i,i,i,i,0.8,i,i,i,11

# These rows are one share of the data; rates above refer to the full screens.
